High-throughput results as filed in PubChem.
Pol eta inh = blocks human DNA polymerase eta activity; recombinant Pol eta, fluorescent DNA replication assay; AID 588591; Potency, µM (titrated, usually from 114 µM), inactives show at the top dose activity change, negative = inhibition, most hits filed as inhibitors; Q9Y253; actives 1.2% (n = 390,000); also: % is scaled to controls: 0 for no effect and ±100 for the full control effect
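Fluorescent replication assay: 50 nM final substrate added after a 15 min room-temperature compound preincubation with 10 nM enzyme. Signal taken at 0 min and again at 10 min.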
POLK inh = inhibitors of human DNA polymerase kappa; AID 588579; actives 0.53% (n = 400,000); Potency, µM (doses to about 107 µM), without a hit: at the highest dose activity, negative = inhibition, most hits filed as inhibitors; Q9UBT6; purified Pol kappa, fluorescent DNA synthesis assay, 10 min; also: % is scaled to controls: 0 for no effect and ±100 for the full control effect
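Readout: fluorescence, taken kinetically at 0 and 10 min. Conditions: 10 nM Pol kappa, 15 min RT compound preincubation, 50 nM substrate final. Controls: enzyme-free buffer wells.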
BLM helicase inh = Bloom syndrome helicase (human) inhibition; P54132; recombinant BLM DNA unwinding, fluorescence dequenching; Potency, µM (titrated, usually from 56.1 µM), for the others: at the highest dose activity change, negative = inhibition, most hits filed as inhibitors; actives 0.2% (n = 350,000);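 also: plate controls were vehicle for no effect and no enzyme for full effect; nearly all actives have a fitted effect of over 35% in size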
G9a inh = inhibitors of human histone lysine methyltransferase G9a; AID 504332; Q96KQ7; Potency, µM (doses to about 102 µM), for inactives: top-dose activity, negative = inhibition, actives largely listed as inhibitors; actives 8.8% (n = 350,000); G9a H3K9 monomethylation, AlphaScreen, 2 h; also: % is scaled to controls: 0 for no effect and ±100 for the full control effect; nearly all actives have a fitted effect of over 75% in size
Target sequence (Q96KQ7 913-1193 limits assumed): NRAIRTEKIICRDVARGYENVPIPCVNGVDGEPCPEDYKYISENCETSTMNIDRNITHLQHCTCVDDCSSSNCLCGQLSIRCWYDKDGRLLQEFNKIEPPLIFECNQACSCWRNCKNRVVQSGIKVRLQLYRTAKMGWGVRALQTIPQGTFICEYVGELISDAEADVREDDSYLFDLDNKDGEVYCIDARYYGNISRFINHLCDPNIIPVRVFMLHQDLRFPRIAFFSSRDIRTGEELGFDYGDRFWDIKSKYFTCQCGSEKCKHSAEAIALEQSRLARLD
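G9a (20 nM) was preincubated 15 min with compound, then reacted 2 h at room temperature with 500 nM biotin-H3K9 peptide and 20 µM SAM. Monomethyl-H3K9 detected by AlphaScreen using anti-H3K9me1 antibody.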
APE1 inh = blocks human APE1 abasic DNA cleavage | P27695 | recombinant APE1, TAMRA/BHQ-2 abasic DNA cleavage fluorescence | Potency, µM (titrated, usually from 65.8 µM), for inactives: at the highest dose activity change, negative = inhibition, most hits filed as inhibitors | actives 0.35% (n = 350,000) | AID 2517;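 also: plate controls were vehicle for no effect and reference inhibitor for full effect; nearly all actives have a fitted effect of over 55% in size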
Target sequence (P27695 whole entry, looked up): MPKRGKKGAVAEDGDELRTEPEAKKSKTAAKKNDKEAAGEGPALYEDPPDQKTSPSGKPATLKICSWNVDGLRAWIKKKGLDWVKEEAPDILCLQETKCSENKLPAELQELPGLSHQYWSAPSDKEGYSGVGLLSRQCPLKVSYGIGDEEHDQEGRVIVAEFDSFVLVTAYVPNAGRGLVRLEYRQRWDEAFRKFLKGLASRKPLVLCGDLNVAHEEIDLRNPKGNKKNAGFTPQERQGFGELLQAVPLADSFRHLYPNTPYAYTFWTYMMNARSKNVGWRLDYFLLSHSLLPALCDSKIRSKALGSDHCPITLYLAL
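APE1 at 0.75 nM preincubated 15 min at room temperature with compound. Reaction then started with 50 nM double-stranded THF-abasic substrate labelled with TAMRA/BHQ-2, and 525/598 nm fluorescence read kinetically. Activity taken as third-minus-first read difference, normalized to DMSO and NSC13755 controls.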
Anesthetic bind = binds horse apoferritin like a general anesthetic | P02791 | Potency, µM (series often up to 77.5 µM), for inactives: at the top dose activity change, negative = displacement, most hits filed as inhibitors | actives 0.074% (n = 350,000) | AID 485281 | apoferritin/1-aminoanthracene competitive binding, fluorescence; also: % is scaled to controls: 0 for no effect and ±100 for the full control effect; nearly all actives have a fitted effect of over 20% in size
Target sequence (P02791 2-175 limits assumed): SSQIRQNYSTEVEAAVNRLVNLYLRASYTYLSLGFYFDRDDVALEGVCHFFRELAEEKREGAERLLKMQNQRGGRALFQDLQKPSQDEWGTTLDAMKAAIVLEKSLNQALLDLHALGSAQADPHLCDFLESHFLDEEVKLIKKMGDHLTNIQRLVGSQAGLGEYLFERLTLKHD
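Horse-spleen apoferritin (10 uM) was mixed with 50% saturated 1-aminoanthracene in PBS, exposed to compounds for 10 min at room temperature, and read for fluorescence (ex 380 nm, em 535 nm). Competitive displacement was fitted with a four-parameter Hill equation.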
Pol beta inh = DNA polymerase beta (human) inhibition; Pol beta primer extension/strand displacement, fluorescence kinetic; Potency, µM (series often up to 114 µM), inactives show at the highest dose activity change, negative = inhibition, hits mostly inhibitors; AID 485314; actives 1.3% (n = 340,000); P06746; also: % is scaled to controls: 0 for no effect and ±100 for the full control effect
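Pol beta (10 nM) was preincubated with compound for 15 min at room temperature. The reaction was then started with 50 nM substrate and read immediately and after a further 10 min at room temperature.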
Pol iota inh = DNA polymerase iota (human) inhibition | actives 1% (n = 390,000) | AID 588590 | Pol iota fluorescent replication assay, 10 min | Potency, µM (series often up to 115 µM), for inactives: at the highest dose activity, negative = inhibition, most hits filed as inhibitors | Q9UNA4
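Fluorescent replication assay read twice, at 0 min and 10 min after adding 50 nM (final) substrate. Enzyme (10 nM) and compounds were first incubated 15 min at room temperature; enzyme-free buffer wells were negative controls.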
BAZ2B inh = inhibitors of human BAZ2B bromodomain; Q9UIF8; actives 4.4% (n = 360,000); Potency, µM (titrated, usually from 114 µM), for inactives: top-dose activity change, negative = inhibition, most hits filed as inhibitors; AlphaScreen BAZ2B-H3K14Ac peptide displacement; also: % is scaled to controls: 0 for no effect and ±100 for the full control effect; nearly all actives have a fitted effect of over 60% in size
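Protein-peptide AlphaScreen: BAZ2B 50 nM, b-H3K14Ac 50 nM, 1x PBS pH 7.4 + 0.01% Tween-20. Preincubation 30 min RT; cpd 30 min RT (top 110 uM); beads 20 min RT, light-protected.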
The depositor's hits bear a star; ? = inconclusive; nt = not tested or not shown; & = joins results of further samples; [ ] = dose if it differs, or a comment. Calls follow the shape of the dose curve; as a rule, active = well fitted curve in the direction sought with a large enough effect; inconclusive = small, poorly fitted or top-dose-only effect, or another doubt; inactive = no such curve, though single readings can be large; an effect the other way counts as inactive or inconclusive. Potency is read from the fitted curve at half-maximal effect.

nr	mol	Pol eta inh	POLK inh	BLM helicase inh	G9a inh	APE1 inh
1	COc1ccc(OC)c(C2C(C(C)=O)=C(O)C(=O)N2c2ccc(O)cc2)c1 (stereo unspecified)	-10%	6%	1%	?	7%
2	O=C(Nc1ccc(OCc2ccccc2)cc1)c1cccs1	-6%	3%	-8%	3%[0.501 µM]	57%[activator]
3	Cn1c(NCCO)nc2c(c1=O)C1(CCCCC1)Cc1ccccc1-2	-10%	-10%	-6%	?	-2%
4	COc1ccc(C2OC3=C(Nc4cc(C)c(C)cc4N3)C2=O)cc1 (stereo unspecified)	-21%	-7%	-12%	-8%	0%
5	Cc1nnc(SCC(=O)NCc2ccco2)n1-c1ccccc1	-1%	-10%	-4%	-14%	11%
6	CCc1oc(C(=O)O)cc1CN(CC)CC	4%	-5%	-3%	-27%[59 µM]	6%
7	CC(C)c1ccc(-c2nc(N3CCCCCC3)nc3n[nH]c(N)c23)cc1	-17%	-1%	-4%	-3%[12.7 µM]	-6%
8	CC(C)N(C(=O)CN(C#N)c1nc(N(C)C)nc(N(C)C)n1)c1ccccc1	?	-8%	-2%	-28%[59 µM]	2%
9	COc1ccccc1CNC(=O)C1CCN(S(=O)(=O)c2ccc3c(c2)CC(C)N3C(C)=O)CC1 (stereo unspecified)	0%	-2%	-1%	24%	-1%
10	COc1ccc(C)cc1NC(=O)CN1c2ccccc2S(=O)(=O)c2ccccc21	-3%	-18%	-2%	0%[59 µM]	nt
11	COc1ccc(CCN=C(N)NS(=O)(=O)c2cc(F)ccc2OC)cc1	-25%	-5%	0%	29%	-11%
12	COc1cc(OC)cc(C(=O)NNC(=O)C2CCCC2)c1	-15%	-10%	-8%	11%	-5%

nr	Anesthetic bind	Pol beta inh	Pol iota inh	BAZ2B inh
1	-6%	-11%	?	?
2	-19%	-1%	7%	-28%
3	-10%	8%	-12%	-4%
4	-2%	5%	2%	1%
5	-6%	-12%	10%	-4%
6	-8%	1%	-12%	-19%
7	-16%	-1%	-15%	-3%
8	-15%	2%	-2%	-31%
9	-2%	-7%	8%	?
10	-16%	55%[activator]	?	-33%
11	-7%	-17%	40%[activator]	-9%
12	2%	11%	-3%	8%

(listing goes on)
nr	mol	Pol eta inh	POLK inh	BLM helicase inh	G9a inh	APE1 inh
13	COc1cc(C(=O)N2C[C@@H]3CCC[C@H]2C3)ccc1OC1CCN(C(C)=O)CC1	-5%	0%	-3%	nt	-20%
14	Cc1ccccc1Cn1c(=O)n(CCC(=O)NCc2ccc3c(c2)OCO3)c(=O)c2ccccc21	11%	0%	-2%	6%	4%
15	N#C/C(=C(\O)CCl)c1nnc2n1CCCCC2	-15%	-15%	-1%	?	2%
16	O=C(Nc1cccc(Cl)c1)/C(=C\c1cccnc1)NC(=O)c1ccco1	-12%	12%	1%	?	2%
17	CN(C)CCN(Cc1ccccc1)C(=O)C1CCN(c2ncnc3c2nc2n3CCCCC2)CC1	-1%	-2%	-5%	-5%	71%[activator]
18	COc1cccc(N2CC(NC(=O)/C=C\c3ccc(OC)c(OC)c3)CC2=O)c1 (stereo unspecified)	-4%	-5%[60.1 µM]	-1%	6%[59 µM]	nt
19	COc1ccc(-c2nc3cnccn3c2Nc2ccc(C)cc2)cc1	-29%	-1%	-8%	3%[59 µM]	?
20	Cc1ccnc2nc(C(=O)OCC(=O)N(CC(C)C)CC(C)C)nn12	-10%	11%	1%	-24%	-7%
21	CCCN1C(=O)c2cc(C(=O)Nc3cccc(C(C)=O)c3)ccc2C1Nc1cccc(C(C)=O)c1 (stereo unspecified)	-12%	7%	-6%	nt	9%
22	C=C(C)c1cccc(C(C)(C)NC(=O)Nc2ncccn2)c1	-4%	-14%	-1%	17%[12.7 µM]	-2%
23	O=C(N/N=C/c1c(O)n(-c2ccc(Cl)cn2)c(=O)c2ccccc12)c1ccncc1	?	-25%	-15%	4%[59 µM]	2%
24	CCCn1c(SCC(=O)NNC(=O)c2ccccc2)nnc1-c1cccnc1	1%	0%	3%	15%[59 µM]	4%

nr	Anesthetic bind	Pol beta inh	Pol iota inh	BAZ2B inh
13	-7%	48%	13%	-2%
14	-9%	6%	12%	-5%
15	-2%	-1%	-1%	79µM*
16	-6%	10%	-5%	-11%
17	-7%	7%	-12%	-17%
18	-13%	-8%	-13%	1%
19	-2%	-8%	31%[activator]	?
20	-7%	?	-6%	-8%
21	-5%	37%	?	-2%
22	7%	-7%	3%	-34%
23	70%[activator]	?	-21%	?
24	-3%	1%	-6%	0%

(further entries)
nr	mol	Pol eta inh	POLK inh	BLM helicase inh	G9a inh	APE1 inh
25	Cc1cc(C)c(OCCCON2C(=O)CCC2=O)c(Br)c1	-11%	-11%	-5%	1%[12.7 µM]	1%
26	O=C(Cc1ccc(Cl)cc1)Nc1ccc(Br)cn1	-22%	4%	-2%	18%	27%
27	[N-]=[N+]=NCCN1CCN(CCc2ccccc2)CCC1=O	-20%	2%	-2%	nt	3%
28	CC(C)CCCN1C(Nc2ccccc2)=NC[C@@H]1C	-17%	-13%	-1%	17%	9%
29	c1ccc(C2=Nn3c(nnc3-c3n[nH]c4c3CCC4)SC2)cc1	-8%	-2%	2%	?	3%
30	c1ccc2nc(-c3nc4ccccc4[nH]3)ccc2c1	6%	3%	1%	-5%[59 µM]	-2%
31	Cc1ccc(S(=O)(=O)NCc2ccc(/C=C(/C#N)C(=O)NCc3ccccc3)o2)cc1	-11%	-7%	0%	-16%[59 µM]	2%
32	N#CCOc1coc(CN2CCN(c3cccc(Cl)c3)CC2)cc1=O	-17%	-14%	-3%	?	8%
33	COc1ccc(-c2cc(C(=O)Nc3cc(OC)cc(C(=O)Nc4cccc(C(F)(F)F)c4)c3)[nH]n2)cc1	4%&-12%	4%	-7%	-4%[59 µM]	17%
34	Cc1ccc(NC(=O)C2CCCCC2)cc1C	-23%	-4%	nt	2%[12.7 µM]	16%
35	CSc1nc2ncc(-c3ccsc3)c(N)n2n1	1%	-10%	-3%	9%	15%
36	COC(=O)[C@H](C)NC(=O)Nc1ccc(C)c(C)c1	0%	-16%	-1%	-1%[12.7 µM]	-1%

nr	Anesthetic bind	Pol beta inh	Pol iota inh	BAZ2B inh
25	-10%	3%	133%[activator]	5%
26	2%	12%	22%	15%
27	-6%	17%	50%[activator]	-6%
28	-4%	14%	28%	4%
29	-15%	5%	3%	-27%
30	-2%	1%	1%	14%
31	-1%	1%	25%	-10%
32	-7%	-11%	13%	-22%
33	-14%	5%	?	?
34	nt	nt	9%	0%
35	-2%	46%[activator]	54%[activator]	1%
36	-14%	-1%	7%	-7%

Additional entries
nr	mol	Pol eta inh	POLK inh	BLM helicase inh	G9a inh	APE1 inh
37	CCN(CC)CCCN1CC(=O)N2[C@@H](Cc3c([nH]c4ccccc34)C2(C)C)C1=O	-8%	-2%	-2%	-9%	-1%
38	Cc1cccc(N2C(=O)C3C4CC(=O)C(c5ccccc54)C3C2=O)c1C (stereo unspecified)	-2%	-5%	-1%	nt	2%
39	Cc1ccc(CNC(=O)CCCN2C(=O)COc3ccc(C)cc32)cc1	-16%	-6%[60.1 µM]	0%	4%[59 µM]	nt
40	CCCCCCSc1cc(-c2nc3cnccn3c2NCc2ccccc2)ccc1OC	-24%	-1%	nt	-5%[2.33 µM]	-9%
41	CCCCNc1sc(S(=O)(=O)CCC)nc1S(=O)(=O)c1ccc(C)cc1	-10%	-5%	-5%	-3%[59 µM]	nt
42	COCCn1c(SCC(=O)N2CCCCC2)nc2c([nH]c3ccccc32)c1=O	-13%	4%	-13%	nt	-1%
43	C=C(C)C(O)CC/C(C)=C/Cc1c(O)ccc(C(=O)/C=C/c2ccc(O)cc2)c1O (stereo unspecified)	-23%	-14%	nt	nt	-1%
44	COc1ccc(CCN2CCCC(CN(C)Cc3cc(OC)ccc3OC)C2)cc1 (stereo unspecified)	-12%	10%	-8%	nt	-2%
45	CCOC(=O)C1(Cc2ccccc2)CCCN(C(=O)c2cnn(CC)c2)C1 (stereo unspecified)	-21%	-8%	1%	29%	32%

nr	Anesthetic bind	Pol beta inh	Pol iota inh	BAZ2B inh
37	8%	31%	31%[activator]	-1%
38	-9%	-15%	15%	-14%
39	-9%	?	38%[activator]	3%
40	nt	nt	19%	6%
41	-12%	13%	-10%	4%
42	0%	5%	23%	-2%
43	nt	nt	19%	nt
44	-6%	46%	21%	-9%
45	-4%	26%	56%[activator]	-20%

A few values from the list.
Cc1ccc(CNC(=O)CCCN2C(=O)COc3ccc(C)cc32)cc1 @ Pol iota inh: 38%[activator]
CCOC(=O)C1(Cc2ccccc2)CCCN(C(=O)c2cnn(CC)c2)C1 (stereo unspecified) @ Anesthetic bind: -4%

Entries of single compounds, quoted from the list. Order of screens: Pol eta inh | POLK inh | BLM helicase inh | G9a inh | APE1 inh | Anesthetic bind | Pol beta inh | Pol iota inh | BAZ2B inh
Entry for `CCCCNc1sc(S(=O)(=O)CCC)nc1S(=O)(=O)c1ccc(C)cc1` = -10% | -5% | -5% | -3%[59 µM] | nt | -12% | 13% | -10% | 4%
Entry for `CCN(CC)CCCN1CC(=O)N2[C@@H](Cc3c([nH]c4ccccc34)C2(C)C)C1=O` = -8% | -2% | -2% | -9% | -1% | 8% | 31% | 31%[activator] | -1%
Entry for `COCCn1c(SCC(=O)N2CCCCC2)nc2c([nH]c3ccccc32)c1=O` = -13% | 4% | -13% | nt | -1% | 0% | 5% | 23% | -2%
Entry for `C=C(C)C(O)CC/C(C)=C/Cc1c(O)ccc(C(=O)/C=C/c2ccc(O)cc2)c1O` (stereo unspecified) = -23% | -14% | nt | nt | -1% | nt | nt | 19% | nt
Entry for `Cc1ccc(CNC(=O)CCCN2C(=O)COc3ccc(C)cc32)cc1` = -16% | -6%[60.1 µM] | 0% | 4%[59 µM] | nt | -9% | ? | 38%[activator] | 3%

An excerpt. The share of hits here may be higher or lower than overall.
